Source: PubChem BioAssay (several laboratories)
ERa coact pot – ER-alpha (human) coactivator binding potentiation; AID 639; 86,000 compounds, 1.3% hits; TR-FRET ERalpha-LBD/SRC-Cy5 coactivator binding, 2 h; 100 = basal binding, no effect; coactivator binding (% of control), % at 25.6 µM; in the data active = activity above about 200%;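 also: binding measured in presence of low estradiol as agonist stimulus; 0% = peptide alone without receptor and 100% = receptor with peptide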
Fibroblast inh – blocks proliferation of human lung fibroblasts. LL 47 human lung fibroblast viability, ATP luminescence; active compounds read low. viability, % at 10 µM. 85,000 compounds, 1.1% hits;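 active = viability at or below 50% in the single dose screen; inactive = viability above 50%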;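 also: compound exposure lasted 72 h before the ATP readout; 100% = median luminescence of untreated cell-only wells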
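Test system: LL 47 human lung fibroblasts / Quantity: 1,150 cells in each well / Medium: IMEM growth medium with 15% fetal bovine serum / Incubation: 72 h compound exposure at 37 °C after overnight plating / Detection: CellTiter-Glo luminescence measuring cellular ATP / Read-out: % viability versus median cells-only luminescence / Benchmarks: cell-only wells, no compound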
HUVEC inhibit – blocks proliferation of human endothelial cells; HUVEC proliferation, CellTiter-Glo luminescence, 72 h; active compounds read low; viability, % at 10 µM (by protocol); 86,000 compounds, 1.1% hits;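 active = viability at or below 30%; inactive = viability above 30%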;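 also: 100% = median luminescence of DMSO-only cell control wells on each plate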
MT1-MMP txn act – MT1-MMP promoter transcription activation. HT1080 MT1-MMP promoter luciferase reporter, luminescence, overnight; active compounds read high. activation factor at 10 µM. 86,000 compounds, 0.16% hits;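 active = activation factor of at least 2 for MT1-MMP transcription at 10 µM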
ERb SRC1 inh – blocks coactivator binding to human estrogen receptor beta. Q92731. TR-FRET ER-beta LBD / SRC1-Cy5 peptide binding; receptor agonist-loaded with 1 µM estradiol. inhibition, % at 25.6 µM. 86,000 compounds, 1.3% hits. AID 633;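 active = compounds whose percent inhibition of the receptor-coactivator binding signal exceeds about 50% in the single-dose screen, limit read from the data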;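 also: 0% = receptor plus peptide wells without compound and 100% = peptide-only wells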
Target sequence (Q92731 whole entry, looked up, the tested form may be a part): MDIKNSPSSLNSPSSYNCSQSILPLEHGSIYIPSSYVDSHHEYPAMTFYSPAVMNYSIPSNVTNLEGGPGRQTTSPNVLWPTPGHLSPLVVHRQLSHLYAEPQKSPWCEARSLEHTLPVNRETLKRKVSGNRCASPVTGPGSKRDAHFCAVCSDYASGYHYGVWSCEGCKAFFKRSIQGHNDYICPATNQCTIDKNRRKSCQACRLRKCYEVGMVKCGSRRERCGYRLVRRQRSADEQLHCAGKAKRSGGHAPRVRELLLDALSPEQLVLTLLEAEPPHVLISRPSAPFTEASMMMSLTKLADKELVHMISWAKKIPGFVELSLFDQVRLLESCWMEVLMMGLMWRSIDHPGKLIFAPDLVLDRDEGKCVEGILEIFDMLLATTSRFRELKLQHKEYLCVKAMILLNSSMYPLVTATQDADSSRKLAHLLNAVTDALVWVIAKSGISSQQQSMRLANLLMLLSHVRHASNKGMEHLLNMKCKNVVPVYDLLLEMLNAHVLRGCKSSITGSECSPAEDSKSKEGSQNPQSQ
Smad3 FoxH1 inh – blocks human Smad3 binding to FoxH1 peptide | P84022 | TR-FRET Smad3/Dy647-FoxH1 peptide binding, europium anti-His | inhibition, % at 25 µM | 88,000 compounds, 0.29% hits;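 active = compounds that reduce the energy-transfer binding signal between the protein and its labelled peptide by more than half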;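 also: 0% = Smad3 plus labelled peptide maximal FRET and 100% = peptide-only background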
Target sequence (P84022 whole entry, looked up): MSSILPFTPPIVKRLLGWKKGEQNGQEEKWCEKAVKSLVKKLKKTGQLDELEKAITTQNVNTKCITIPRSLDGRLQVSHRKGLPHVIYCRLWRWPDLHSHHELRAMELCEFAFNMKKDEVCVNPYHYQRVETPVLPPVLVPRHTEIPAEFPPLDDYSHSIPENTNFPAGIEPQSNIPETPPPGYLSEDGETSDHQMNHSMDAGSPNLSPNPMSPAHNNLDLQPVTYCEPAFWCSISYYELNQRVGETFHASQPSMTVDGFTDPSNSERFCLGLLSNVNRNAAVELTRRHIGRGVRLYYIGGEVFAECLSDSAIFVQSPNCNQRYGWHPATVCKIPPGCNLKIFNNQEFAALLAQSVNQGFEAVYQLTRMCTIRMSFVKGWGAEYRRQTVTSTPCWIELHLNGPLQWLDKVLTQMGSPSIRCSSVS
Mac1 fbg enh – enhancers of human CD11b/CD18 binding to fibrinogen; P05107+P11215; K562 CD11b/CD18 adhesion to fibrinogen, ATPlite luminescence; 93,000 compounds, 0.07% hits; AID 1499; activation, % at 10 µM;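 active = 10 µM primary screen giving 50% or more activity, confirmed by 40% or more on retest at that dose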; also: strong numbers were not always called active; reference of the scale not given here
H69AR inhibit – growth inhibitors of human H69AR lung tumor cells; H69AR lung tumor viability, ATP luminescence, 72 h; active compounds read low; viability, % at 10 µM; 85,000 compounds, 6% hits;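 active = viability at or below 40%; inactive = viability above 40%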;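 also: multidrug resistant small cell line overexpressing MRP-1 efflux transporter; 100% = mean luminescence of untreated control wells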
ERa coact inh – blocks coactivator binding to human estrogen receptor alpha; P03372; TR-FRET ER-alpha LBD / SRC-1 peptide, estradiol-bound; inhibition, % at 25.6 µM; 86,000 compounds, 1.7% hits; AID 629; in the data active = inhibition above about 50%;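 also: 0% = receptor plus peptide control and 100% = peptide only without receptor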
Starred values were filed as active, the others as inactive; / = not tested or not shown; [ ] = remark or other dose. This is a subset (hit frequency here may not be typical).

SMILES	ERa coact pot	Fibroblast inh	HUVEC inhibit	MT1-MMP txn act	ERb SRC1 inh	Smad3 FoxH1 inh	Mac1 fbg enh	H69AR inhibit	ERa coact inh
CCOc1ccc(N2C(=O)CC(N3CCN(C(=O)CN4CCCC4)CC3)C2=O)cc1 (centres undefined)	104	94	81	1.1	0	4	4	97	-6
COC(=O)c1ccc(NC(=O)c2ccccc2SC)cc1	94[fluorescence artefact?]	91	100	1.2	7	8	/	92	-12
CCOC(=O)CN(c1ccccn1)S(=O)(=O)c1ccccc1	112	101	97	1.2	-3	-12	/	97	-8
CCn1c(CC(=O)Nc2ccc(C)cc2)nnc1SCC(=O)Nc1nc(C)cs1	88	97	86	1.1	-4	-11	/	111	-3
Cc1c(Nc2cc(=O)oc3ccccc23)c(=O)n(-c2ccccc2)n1C	105	95	84	1	5	-6	-2	93	-5
Cc1ccc2[nH]c(=O)c(CN(Cc3cccnc3)Cc3nnnn3CCN3CCOCC3)cc2c1	114	99	86	1	-6	-8	2	90	6
Cc1ccc(-c2ccc(=O)n(CC(=O)N3CCN(c4cc(Cl)ccc4C)CC3)n2)cc1	101	102	72	1	7	5	-2	69	-2
COc1ccccc1N1Cc2ccccc2C1	54[fluorescence artefact?]	106	95	1.1	20	-5	14	96	7[fluorescence artefact?]
N#CC1=C(N)Oc2c(sc3ccccc23)C1c1ccco1 (centres undefined)	25[fluorescence artefact?]	20*	33	1.4	52*[fluorescence artefact?]	0	0	14*	86*[fluorescence artefact?]
CCCCOC(=O)Cn1c(=O)c2c(nc(Br)n2Cc2ccccc2)n(C)c1=O	104	84	85	1.2	27	-7	1	/	26
COC(=O)c1ccc(CSc2nc3ccccc3c(=O)n2-c2cccc(OC)c2)o1	100	103	84	1	12	0	-2	82	10
Cc1nc(N)sc1-c1csc(NCc2ccccc2)n1	61[fluorescence artefact?]	98	86	1.1	7	-6	0	67	8
O=C(Nc1ccc(N2CCOCC2)cc1)c1cnsn1	101	96	95	0.1	23	7	-4	79	2[fluorescence artefact?]
CC(=O)c1ccc(OCC(O)CN2CCN(c3ccccn3)CC2)cc1 (centres undefined)	103	95	112	1	-4	3	-1	108	-7
O=c1ccc2cc(S(=O)(=O)Nc3ccc(F)cc3)ccc2o1	106	100	111	1.1	-1	-8	-4	98	-6
COc1ccc(NC(=O)CSc2nnc(CNC(=O)COc3ccc(Cl)cc3)o2)c(OC)c1	105	44*	93	1.1	-1	-2	-5	107	-1
CC1CCN(C(=O)Cn2c(SCC(=O)Nc3nccs3)nc3ccccc32)CC1	143	94	95	1.1	0	-4	6	48	13
CC(C)CCn1c(C(C)O)nc2ccccc21 (centres undefined)	93	100	93	/	-6	7	-2	101	0
c1ccc2c(-c3nc(-c4ccncc4)no3)cccc2c1	89	87	75	1.5	27	-15	-4	67	34
Cc1cccc(-n2ncc3c(N4CCc5ccccc54)ncnc32)c1	137	82	87	1.5	-2	7	31	33*	4
CCCS(=O)(=O)c1c(S(=O)(=O)CCC)c2cnccn2c1C(=O)c1ccc(CC)cc1	87[fluorescence artefact?]	101	95	1.2	4	-8	/	76	2
O=C(O)CCC(=O)N1CCN(c2cccc(Cl)c2)CC1	104	101	99	1.1	-8[fluorescence artefact?]	9	1	96	-27
CCN1C(=O)CC(N2CCN(C(c3ccccc3)c3ccccc3)CC2)C1=O (centres undefined)	115	92	96	1.2	-8	6	-2	102	16[fluorescence artefact?]
COc1ccc(OC)c(C(c2nnnn2C2CCCC2)N2CCN(c3ccccc3)CC2)c1 (centres undefined)	109	95	116	1.1	-3	2	-4	91	-2[fluorescence artefact?]
O=C(Cc1cccs1)N1CCCC(c2nc3c(nnn3Cc3ccc(F)cc3)c(=O)[nH]2)C1 (centres undefined)	102	98	87	1.2	-4	-6	-2	75	-10
COc1ccccc1N1C(=O)CC(Sc2nc(C)cc(C)n2)C1=O (centres undefined)	102	103	98	1.1	-2	0	0	96	-5
COc1cc(NC(=O)C(C)C)ccc1NC(=O)c1ccco1	108	106	107	1.1	-11	-2	0	92	-24
CCN1CCN(Cc2ccc(NC(=O)Nc3ccccc3Cl)cc2)CC1	261*	99	89	1	11	-7	6	88	-5
O=S(=O)(NCC1OCCc2ccccc21)c1ccc(S(=O)(=O)N2CCOCC2)cc1 (centres undefined)	114	88	96	0.9	-35	-2	-6	71	-34
O=C(O)C1CCCCC1C(=O)Nc1ccc(Cl)cc1 (centres undefined)	117	101	97	1.2	-1	1	2	94	-5[fluorescence artefact?]
O=C(CCCc1c[nH]c2ccccc12)N1CCN(c2ccc(N3CCOCC3)nn2)CC1	97	107	108	1.1	0	-6	-2	76	-8
CCOC(=O)c1c(=O)n(O)c2ccc(C)cc2[n+]1[O-]	117	95	101	1.1	-1	-1	0	88	0
Cc1ccc(S(=O)(=O)N2CCCC2C(=O)Nc2nccs2)cc1 (centres undefined)	118	101	85	1.1	-7[fluorescence artefact?]	10	-3	84	1[fluorescence artefact?]
O=C(c1cccc(C(=O)N2CCc3ccccc32)n1)N1CCc2ccccc21	108	91	96	1.2	-9	3	-2	86	-2
COc1ccccc1N1CCN(C(=O)C(NS(=O)(=O)c2cccs2)c2ccccc2)CC1 (centres undefined)	97	97	79	1.2	9[fluorescence artefact?]	-17	/	73	5[fluorescence artefact?]
O=C(O)COc1ccc2nsnc2c1Cl	124	94	99	1.2	3	-3	-3	90	-11
CC(=O)Nc1cccc(NC(=O)c2oc3ccccc3c2C)c1	102	97	82	/	3	1	1	97	1
COc1ccc(-c2ccc(SCC(=O)NCc3ccco3)nn2)cc1OC	98	99	92	1.1	15	4	-6	66	10
COc1ccc(C(=O)Nc2ccccc2-c2nnn(CC(=O)NCc3ccco3)n2)cc1	210*	102	83	1	1	-6[fluorescence artefact?]	-3	49	11
CC(NC(=O)c1cnc2n(c1=O)CCS2)c1ccccc1 (centres undefined)	110	97	99	1.1	3	9	/	92	-6

Molecules listed so far containing a COOH group, in the order listed:
SMILES	ERa coact pot	Fibroblast inh	HUVEC inhibit	MT1-MMP txn act	ERb SRC1 inh	Smad3 FoxH1 inh	Mac1 fbg enh	H69AR inhibit	ERa coact inh
O=C(O)CCC(=O)N1CCN(c2cccc(Cl)c2)CC1	104	101	99	1.1	-8[fluorescence artefact?]	9	1	96	-27
O=C(O)C1CCCCC1C(=O)Nc1ccc(Cl)cc1 (centres undefined)	117	101	97	1.2	-1	1	2	94	-5[fluorescence artefact?]
O=C(O)COc1ccc2nsnc2c1Cl	124	94	99	1.2	3	-3	-3	90	-11

(listing goes on)
SMILES	ERa coact pot	Fibroblast inh	HUVEC inhibit	MT1-MMP txn act	ERb SRC1 inh	Smad3 FoxH1 inh	Mac1 fbg enh	H69AR inhibit	ERa coact inh
COc1ccccc1N=C1SC(C)CN1C(=O)C1CCC1 (centres undefined)	101	99	103	1.2	-4[fluorescence artefact?]	10	0	86	4[fluorescence artefact?]
Cc1noc(C)c1CSCC(=O)NC1=NCCS1	84	106	93	1	13	-1	-3	80	33
Cc1ccc(N2C(=O)c3ccccc3C2=O)cc1Cl	158[fluorescence artefact?]	101	93	1.1	9	-2	-4	89	10
COc1cc(CNc2ccccc2SC)ccc1O	53[fluorescence artefact?]	/	88	1.2	-2	6	-8	27*	-3
O=C(c1c(F)cccc1F)N1CCC(O)(c2cccnc2)CC1	91	98	82	1.1	8[fluorescence artefact?]	-13	0	85	8[fluorescence artefact?]
CN(C(=O)COC(=O)c1c[nH]c(=O)[nH]c1=O)C1CCCCC1	100	95	89	1.2	-8	-9	2	99	-4
O=c1oc2ccccc2c2c1ncn2CCN1CCOCC1	113	105	91	1	-6	4	-4	88	-5
Cc1sc2ncnc(NCC(c3ccco3)N(C)C)c2c1C (centres undefined)	103	98	108	1	16[fluorescence artefact?]	-1	/	64	2
C=CCOc1c(OC)cc(Cl)cc1C1NC(=O)NC(C)=C1C(C)=O (centres undefined)	118[fluorescence artefact?]	87	98	0.9	-27	7	2	75	-26
CCC(Sc1nncn1C)C(=O)Nc1nnc(-c2ccccc2Cl)s1 (centres undefined)	111	93	97	1.2	-5	0	-3	88	7
CS(=O)(=O)N(CC(=O)Nc1cccc(Cl)c1)c1ccccc1Cl	95	97	87	1.1	-9	-9	7	91	-1
COc1cc(C2c3c(oc4c(C)cc(C)cc4c3=O)C(=O)N2Cc2cccnc2)cc(OC)c1OC (centres undefined)	121	94	93	1.1	-3	1	/	92	-8
Cc1cc(NC(=O)CSc2nc3ccc(Cl)cc3[nH]2)no1	102	97	80	0.9	-1	3	-5	94	2
O=C(CN(c1ccc(F)cc1)S(=O)(=O)c1ccc2c(c1)OCCO2)NCC1CCCO1 (centres undefined)	112	99	88	1.1	-21	-5	-3	76	-27
Cc1cc(C)c(-n2c(O)c(C=NCCN3CCOCC3)c(=O)[nH]c2=O)c(C)c1	148	95	90	1.1	-11	-9	/	97	-4
CCc1nc(SCC(=O)Nc2ccc3c(c2)OCCO3)c2oc3ccccc3c2n1	233*[fluorescence artefact?]	94	20*	1.1	57*[fluorescence artefact?]	45[fluorescence artefact?]	/	0.9*	64*[fluorescence artefact?]
CN1CCc2c(sc3ncn4nc(-c5ccccc5O)nc4c23)C1	10[fluorescence artefact?]	53	78	/	77*[fluorescence artefact?]	37[fluorescence artefact?]	-1	44	94*[fluorescence artefact?]
COc1cc(-c2c(C#N)c(N)nc3c2CCCC3)ccc1O	95	101	98	1	1	2	1	68	5
Cc1noc(C)c1COC(=O)c1cc(=O)[nH]c2ccccc12	101	87	67	1.1	1	47[fluorescence artefact?]	-3	89	3[fluorescence artefact?]
CCc1nnc(NC(=O)CCC(=O)NCc2ccccc2OC)s1	77	97	99	1.1	-8	-2	/	94	-1
COCCn1nnnc1C(c1ccccc1OC)N1CCc2ccccc2C1 (centres undefined)	88[fluorescence artefact?]	98	96	1.1	3	4[fluorescence artefact?]	/	99	-4[fluorescence artefact?]
CCCC(=O)Nc1cnc(NC(=O)c2cccc(F)c2)cc1C	115	97	95	1	0[fluorescence artefact?]	11	-1	91	0
Cc1cc(C(=O)CSc2nc3ccc(Cl)cc3[nH]2)c(C)n1CC1CCCO1 (centres undefined)	91[fluorescence artefact?]	97	72	1.4	-7[fluorescence artefact?]	-2	-6	77	-7
Cc1ccc(N2C(=O)SC(N(CC(=O)O)c3cccc(C)c3)C2=O)cc1 (centres undefined)	107	99	95	1.2	-6[fluorescence artefact?]	-10	2	82	-5
CC1(C)CC(=O)c2sc(NC(=O)c3cccs3)nc2C1	88	101	97	1.1	3[fluorescence artefact?]	-10	/	100	11
Cc1ccc(C)c(Cn2cnc3c(nnn3-c3ccc(F)cc3)c2=O)c1	120	101	88	1	2	-8	-2	49	6
COC(=O)C1=C(C)NC(C)=C(C(=O)OC)C1c1ccc(NC(C)=O)cc1	103	96	100	0.9	-6	34[fluorescence artefact?]	2	97	-7
c1ccc(-n2ncc3c2ncn2nnnc32)cc1	127	104	106	1.1	5	-3	-3	106	-6
CCCC(=O)c1ccc(N2CCN(C(=O)c3ccccc3Br)CC2)c(F)c1	102	98	103	1.3	2	-4	-8	62	-1
CCN1C(=O)C(O)(CC(=O)c2ccc3c(c2)OCCO3)c2ccccc21 (centres undefined)	97	97	100	1.1	-7	1	-3	103	0
Cc1nnc(SCSc2nnc(C)s2)s1	120	102	96	1.2	10	-13	-2	84	17
